Screening data: PubChem, Sanford-Burnham Center for Chemical Genomics
PfG6PD inh: PfG6PD enzyme inhibitors, primary screen, biochemical, fluorescence intensity, uHTS | inhibition, % at 20 µM | PfGluPho enzyme, NADPH resazurin-diaphorase fluorescence | 350,000 tested, 0.78% active | glucose-6-phosphate dehydrogenase-6-phosphogluconolactonase (Plasmodium falciparum 3D7);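 active means inhibition reaching at least a set limit at 20 µM in the primary screen, cut at about 59% in these data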;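 further: 0% = DMSO wells with substrate and 100% = DMSO wells lacking glucose-6-phosphate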
hIAP act: human IAP activators, primary screen, biochemical, luminescence, uHTS; Intestinal-type alkaline phosphatase (Homo sapiens), P09923; purified human IAP, CDP-Star luminescence, 30 min; active compounds read high; 1 = vehicle-only enzyme, 0 = enzyme-free background; activation factor at 10 µM; 330,000 tested, 0.16% active;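 active means activation factor of the enzyme at least 2-fold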; further: the source names both 10 and 20 µM as test concentration; values of inactives mirror those of a sister screen read the other way
Target sequence (P09923 whole entry, looked up): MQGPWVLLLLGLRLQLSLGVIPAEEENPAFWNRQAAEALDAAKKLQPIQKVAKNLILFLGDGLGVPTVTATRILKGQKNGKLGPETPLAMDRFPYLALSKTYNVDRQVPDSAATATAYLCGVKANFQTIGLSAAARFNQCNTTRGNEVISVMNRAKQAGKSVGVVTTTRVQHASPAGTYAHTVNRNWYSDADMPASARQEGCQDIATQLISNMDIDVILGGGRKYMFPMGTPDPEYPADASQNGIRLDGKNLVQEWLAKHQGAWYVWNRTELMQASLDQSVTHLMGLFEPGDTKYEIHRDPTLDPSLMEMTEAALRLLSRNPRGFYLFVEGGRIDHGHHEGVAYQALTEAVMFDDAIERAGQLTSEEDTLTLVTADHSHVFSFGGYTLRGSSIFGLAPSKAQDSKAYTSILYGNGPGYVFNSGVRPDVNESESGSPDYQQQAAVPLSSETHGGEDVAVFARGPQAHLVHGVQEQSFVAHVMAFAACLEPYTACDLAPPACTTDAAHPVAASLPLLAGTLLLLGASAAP
ATG4B inh: ATG4B protease inhibitors, primary screen, biochemical, fluorescence, uHTS. ATG4B cleavage of LC3-PLA2, NBD-HPC fluorescence, 1 h. Cysteine protease ATG4B (Homo sapiens), Q9Y4P1. inhibition, % at 8.33 µM. 340,000 tested, 0.51% active; in the data active means inhibition above about 40%
SENP6 block: SENP6 protease inhibitors, primary screen, biochemical, luminescence, uHTS. Sentrin-specific protease 6 (Homo sapiens), Q9GZR1. inhibition, % at 10 µM. 330,000 tested, 1.8% active. AID 2599, 2010. Recombinant SENP6 catalytic domain, aminoluciferin luminescence;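 active means inhibition above about 50% at the single tested dose, limit read from the data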;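 further: plate controls were DMSO wells with enzyme for no effect and DMSO wells lacking enzyme for full effect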
SENP8 inh: human SENP8 protease inhibitors, primary screen, biochemical, fluorescence, Nedd8 protein substrate, uHTS; Sentrin-specific protease 8 (Homo sapiens), Q96LD8; 360,000 tested, 0.64% active; inhibition, % at 20 µM; recombinant SENP8; in the data active means inhibition mostly above about 40%, no sharp cut-off; inactive means mostly below about 27%
Target sequence (Q96LD8 whole entry, looked up): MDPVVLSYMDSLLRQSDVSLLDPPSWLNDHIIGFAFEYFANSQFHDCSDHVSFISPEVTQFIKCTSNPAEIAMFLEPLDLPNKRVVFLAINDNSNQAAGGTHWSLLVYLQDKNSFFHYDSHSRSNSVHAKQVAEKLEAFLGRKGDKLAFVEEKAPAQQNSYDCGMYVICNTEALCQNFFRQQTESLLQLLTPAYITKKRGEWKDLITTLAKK
MPTP block: mitochondrial permeability transition pore inhibitors, primary screen, biochemical, isolated mouse mitochondria, absorbance | 360,000 tested, 1.4% active | inhibition, % at 10 µM | Ca2+ swelling absorbance, 30 min;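 active means inhibition of 50% or more, scaled per plate between neutral and stimulator controls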;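 further: 0% = DMSO wells given calcium and 100% = 1 mM EGTA wells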
NR3A LBD binder: binders of NR3A ligand-binding domain, primary screen, biophysical, differential scanning fluorimetry, uHTS. Glutamate receptor ionotropic, NMDA 3A (GRIN3A) ligand-binding domain. NR3A LBD differential scanning fluorimetry, Tm shift; 0% = protein alone, 100% = glycine-bound protein. Tm shift relative to glycine control, % at 25 µM. 340,000 tested, 2.5% active;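 active means melting temperature shift of at least 10% of the positive control shift, at one fixed dose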
SENP1 inh: human SENP1 catalytic domain inhibitors, primary screen, biochemical, FRET, uHTS; recombinant SENP1 catalytic domain, CyPet-SUMO1-YPet FRET cleavage; inhibition, % at 10 µM; 360,000 tested, 0.21% active; AID 624204, 2012;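 active means inhibition at least 30% at 10 µM, raw YFP signal under a set limit, fluorescence ratio 0.5 to 1.5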;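 further: 0% = enzyme with DMSO and 100% = no enzyme wells; some results filed as inactive read as strong as hits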
Target sequence (Q9P0U3 419-644 limits assumed): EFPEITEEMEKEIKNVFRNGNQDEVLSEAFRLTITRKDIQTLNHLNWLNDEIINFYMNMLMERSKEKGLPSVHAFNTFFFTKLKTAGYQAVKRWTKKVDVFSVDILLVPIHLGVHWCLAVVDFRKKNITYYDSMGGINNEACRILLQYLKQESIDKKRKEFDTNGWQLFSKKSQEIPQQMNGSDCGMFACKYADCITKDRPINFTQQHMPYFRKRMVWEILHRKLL
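material = recombinant human SENP1 catalytic domain, His6-tagged | quantity = 20 pM enzyme | reagent = 25 nM SUMO1 FRET substrate | compound dosing = 10 µM single point, 0.5% DMSO | timing = 50 min enzyme reaction, room temperature, light-protected | detection = FRET, CFP and YFP emission | control set = no-enzyme low, enzyme-DMSO high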
Numbers without * were called inactive; . = no result given; & = joins results of further samples. An unsorted share of the library; overall some 6.7% were active at least once.

SMILES	PfG6PD inh	hIAP act	ATG4B inh	SENP6 block	SENP8 inh	MPTP block	NR3A LBD binder	SENP1 inh
CSc1nc(SC)c2c3c(oc2n1)COC(C)(C)C3	-3	0.87	-9	-17	-18	0.8	1	-2
Cc1cccc(-n2nc(C)c3c2NC2=C(C(=O)CCC2)C3c2ccccn2)c1 (configuration not stated)	2	1.1	-2	18	-436	-0.8	-1	-7
COc1ccccc1CNS(=O)(=O)c1ccc2c(c1)CCCN2C(C)=O	-4	0.89	-2	-10	10	0.3	0	-2
CNC(=O)CSc1nc2c([nH]c3ccccc32)c(=O)n1CCOC	4	0.98	-6	1	-21	1.1	0	2
Cc1onc(-c2ccccc2)c1C(=O)N/N=C/c1ccc(Br)cc1	12	1.2	-9	-20	2	-1.4	-11	0
COc1cc(CNc2cccc(F)c2)cc(Br)c1O	5	0.94	3	1	3	2.0	5	0
Cc1ccc(-c2cc(C(=O)Nc3ccccn3)c3ccccc3n2)o1	41	0.86	18	-26	-304	-3.5	-5	9
Cc1ccc(S(=O)(=O)Nc2nc3ccccc3s2)cc1[N+](=O)[O-]	-51	0.85	10	-2	15	15	5	2
N=C1/C(=C/c2ccc(-c3cccc(C(=O)O)c3)o2)C(=O)N=C2SC=C(c3ccccc3)N12	-15	0.76	7	65*	-30	2.9	2	-23
O=C1OC(CC(=O)N(Cc2nnc(-c3ccc(Cl)cc3)o2)C2CC2)c2ccccc21 (configuration not stated)	-19	1.1	-17	15	2	-2.1	0	1
CCC(=O)NC1(C(F)(F)F)C(=O)Nc2c1c(=O)n(C)c(=O)n2C (configuration not stated)	-8	0.99	-3	-9	15	1.4	-2	0
COC(=O)c1cc(NC(=O)c2ccccc2)c(=O)oc1/C=C/Nc1ccc(Oc2ccccc2)cc1	0	0.79	2	-13	-394	3.9	-4	-27
CNC(=S)N1CCN(c2ccc(OC)cc2)CC1	11	0.92	-5	-8	7	1.2	-1	0
C=CCn1c(=N)n(CC(O)COc2ccccc2OC)c2ccccc21 (configuration not stated)	-4	1	3	-10	-1	12	-1	-1
C[C@@H]1CNC(=O)c2c(C(=O)N[C@H](C)c3ccccc3)ncn21	-5	.	.	.	4	1.1	.	1
CCCCCCSc1ccc([C@H]2N[C@@](CC(C)C)(C(=O)OC)[C@H]3C(=O)N(C)C(=O)[C@@H]23)cc1OC	9	1.1	0	-11	-198	2.3	4	0
CCOC(=O)C1=C(C)OC(N)=C(C#N)C1c1cc(SCC)oc1C (configuration not stated)	-8	0.97	-1	10	-13	-0.4	-1	-11
Cc1cc(C(=O)NC(C)c2ccncc2)cs1 (configuration not stated)	-2	0.99	1	-9	15	-1.7	0	0
O=C(CN1CCOCC1)N1N=C(c2cccs2)CC1c1cccs1 (configuration not stated)	-1	1.2	1	4	-143	-0.5	0	4
O=C(Nc1ccc(Br)cn1)c1ccc(Cl)s1	18	0.87	-5	61*	8	0.0	-6	2
COc1ccc(CC(NC(C)=O)C(=O)NC2CCN(C(=O)Nc3ccccc3Cl)CC2)cc1OC (configuration not stated)	-3	0.88	-12	13	9	0.1	2	0
CCC(C)(C)NC(=O)CN(Cc1ccccc1)C(=O)CCC(=O)Nc1nccs1	-15	0.94	5	10	12	-1.2	2	3
CCOC(=O)c1nnn(-c2nonc2N)c1-c1ccc(F)cc1	4	0.9	4	2	12	1.7	0	1
COc1ccc(C(=O)Nc2ccccc2C(=O)NC(C)C)cc1OC	1	0.87	-10	-7	-5	-2.3	0	3
CCCCn1c(NS(=O)(=O)c2ccccc2)c(S(=O)(=O)c2ccc(C)cc2)c2nc3ccccc3nc21	26	.	75*	.	-378	11	1	-25
CCN1C(=O)[C@@H]2[C@@H](c3ccc(-c4ccc(C(C)=O)cc4)cc3)N3CCCC[C@@]3(C(=O)OC)[C@@H]2C1=O	10	0.8	4	-3	19	-0.9	-1	-4
COc1ccc(C)cc1S(=O)(=O)Nc1ccc(-n2c(C)nc3ccccc3c2=O)cc1	-20	1.1	1	-8	2	-0.7	0	3
Cc1cc(C(=O)Cn2nc(C(=O)O)c3ccccc3c2=O)c(C)n1CCc1ccc(F)cc1	-16	0.85	4	-17	26	2.3	1	2
COc1ccc2[nH]c(C(=O)NCc3ccc4c(c3)OCO4)cc2c1	13	1	-9	-14	-306	1.6	-2	0
COc1ccc(S(=O)(=O)N(C)C)cc1NC(=O)Cc1cccs1	5	1	-27	3	5	-1.5	-1	-1
CC[C@H]1C=C[C@@H](C(C(=O)OC)C(=O)OC)CN1C(C)=O	-9	.	.	.	-9	0.3	0	2
CCOC(=O)C1=C(C)NC(C)=C(C(=O)OCC)C1c1ccc([N+](=O)[O-])s1	34&7	0.88	1	8	26&20	4.6&22	-4	1&3
Cc1sc2c(c1C)c(=O)nc1scc(CC(=O)O)n12	6	0.86	-4	-8	6	0.3	1	1
CCOC(=O)N1CCN(C(=O)c2ccc3c(=O)n(Cc4ccccc4OC)c(=S)[nH]c3c2)CC1	-4	1.2	-2	-3	10	6.2	0	0
Cc1ccc2cc(-c3noc(C(C)(C)C)n3)c(=O)[nH]c2c1	14	0.94	-5	1	-306	0.0	1	0
CCn1c2ccccc2c2cc(NC(=O)CSc3nnc(-c4ccccc4OC)n3N)ccc21	2	0.93	5	13	9	1.9	-7	4
CCOc1ccc(S(=O)(=O)Nc2ccc3c(c2)OCO3)cc1	-3	0.97	0	3	10	0.7	2	1
c1ccc(-c2noc(C3CCC3)n2)nc1	-21	1.2	-1	-19	18	0.3	-1	-4
COc1cccc(-c2cc3nc4c(c(NCC(C)(C)CN(C)C)n3n2)CCCC4)c1	37	0.93	20	-29	-406	9.5	-1	1
CN(C)CCCN(C(=O)c1ccco1)c1nc(-c2ccc(Cl)cc2)cs1	9	1.1	0	-13	11	-3.7	0	1
O=C(Nc1ccc2c(c1)OCO2)NC1(C(F)(F)F)Oc2ccccc2O1	47	0.94	-9	-11	26	55*	1	-6
CCC(C)(C(=O)NC1CCCC1)N(C(C)=O)c1ccc(C)cc1 (configuration not stated)	0	0.88	-14	-2	26	-1.4	-1	-2
S=C(NC12CC3CC(CC(C3)C1)C2)N1CCCC1	-8	1	5	-9	0	1.4	1	1
O=C(Nc1c(C(=O)N2CCCCC2)cnn1-c1ccccc1)c1ccco1	-7	1	-8	-16	22	-0.5	0	3
O=S(=O)(NCc1cc(-c2ccccc2Cl)no1)c1ccccc1	-12	1.1	-2	-7	4	0.0	2	0

3 structures from above, sorted by SMILES length, smallest number first.
SMILES	PfG6PD inh	hIAP act	ATG4B inh	SENP6 block	SENP8 inh	MPTP block	NR3A LBD binder	SENP1 inh
S=C(NC12CC3CC(CC(C3)C1)C2)N1CCCC1	-8	1	5	-9	0	1.4	1	1
CC[C@H]1C=C[C@@H](C(C(=O)OC)C(=O)OC)CN1C(C)=O	-9	.	.	.	-9	0.3	0	2
CCOC(=O)N1CCN(C(=O)c2ccc3c(=O)n(Cc4ccccc4OC)c(=S)[nH]c3c2)CC1	-4	1.2	-2	-3	10	6.2	0	0

The list continues:
SMILES	PfG6PD inh	hIAP act	ATG4B inh	SENP6 block	SENP8 inh	MPTP block	NR3A LBD binder	SENP1 inh
Cc1ccccc1NC(=O)CC1c2ccccc2CC(C)(C)N1C (configuration not stated)	7	0.98	-4	-14	5	0.7	3	-3
O=C(CSc1ncccn1)NCCc1ccccc1	-5	0.97	-10	13	6	-0.7	1	4
CCCn1nc(-c2ccccc2)c2nc3ccccc3nc21	-18	0.98	-7	-17	.	.	1	.
S=C1NC[C@H](Cc2ccccc2)N1CCc1cccc2ccccc12	2	0.95	-4	-12	14	0.6	-11	-1
CCN(CC(=O)Nc1ccc(NC(C)=O)cc1)C(=O)/C=C/c1ccc([N+](=O)[O-])cc1	0	0.94	-2	-4	6	-1.2	-2	0
CC1CCCN(C(=O)C2CCN(S(=O)(=O)c3ccc4c(c3)CC(C)N4C(=O)C3CC3)CC2)C1 (configuration not stated)	-13	0.87	21	5	10	-0.5	-1	1
C/C(=N\NC(=O)c1cc(-c2cccnc2)nc2ccccc12)c1ccc(O)cc1O	-29	1.2	-9	1	16	2.1	4	49*
O=C1c2ccccc2NC(c2ccccn2)N1NS(=O)(=O)c1ccccc1 (configuration not stated)	-5	0.96	-5	-15	-475	-4.7	-1	1
O=C(NCc1cccc(CNC(=O)c2ccco2)c1)c1ccco1	-2	0.92	17	-22	10	-2.5	3	-1
CC(=O)c1ccccc1NS(=O)(=O)c1ccccc1Cl	7	0.92	-1	-5	10	-0.3	-1	0
Cc1cc(C)cc(NC(=O)N2CCc3ccccc3C2)c1	25	1.3	-11	55*	5	-1.6	-1	1
O=C(NNC(=O)c1nn(-c2ccc(F)cc2)ccc1=O)c1ccccc1Cl	14	1.5	42*	-8	25	0.3	-1	3
COc1ccc(CCN2C(=O)C3CC=C(C)CC3C2=O)cc1OC (configuration not stated)	-9	1	-2	6	-1	-9.7	1	-1
CC(=O)Nc1ccc(N=Cc2ccc[nH]2)cc1	-9	1.1	3	-15	7	-0.5	-2	4
Cc1nn(CC(=O)NCCc2cccs2)c(=O)c2cc3ccccc3n12	-6	1	8	-6	-85	1.2	1	-1
CC(C)NC(=O)C(Sc1ccccc1)c1ccccc1 (configuration not stated)	-12	1.1	1	-11	18	-0.2	-1	2

In the list so far, these have two or more sulfur atoms:
SMILES	PfG6PD inh	hIAP act	ATG4B inh	SENP6 block	SENP8 inh	MPTP block	NR3A LBD binder	SENP1 inh
CSc1nc(SC)c2c3c(oc2n1)COC(C)(C)C3	-3	0.87	-9	-17	-18	0.8	1	-2
Cc1ccc(S(=O)(=O)Nc2nc3ccccc3s2)cc1[N+](=O)[O-]	-51	0.85	10	-2	15	15	5	2
O=C(CN1CCOCC1)N1N=C(c2cccs2)CC1c1cccs1 (configuration not stated)	-1	1.2	1	4	-143	-0.5	0	4
CCCCn1c(NS(=O)(=O)c2ccccc2)c(S(=O)(=O)c2ccc(C)cc2)c2nc3ccccc3nc21	26	.	75*	.	-378	11	1	-25
COc1ccc(S(=O)(=O)N(C)C)cc1NC(=O)Cc1cccs1	5	1	-27	3	5	-1.5	-1	-1
Cc1sc2c(c1C)c(=O)nc1scc(CC(=O)O)n12	6	0.86	-4	-8	6	0.3	1	1
